TRHR enhancer: allosteric enhancers of human TRH receptor | AID 493056 | enhancement, % at 2 µM | TRHR cells, fluo-8 calcium fluorescence, EC20 TRH enhancement | 360,000 compounds, 0.66% hits; in the data active = enhancement above about 30%; note: 0% is about no effect
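Enhancer read-out: after compound pinning and an initial kinetic agonist-mode read, an EC20 of TRH (10 nM final) was injected and fluo-8 calcium signal (Ex 480/Em 530) followed at 1 s/cycle for 100 cycles in TRHR-expressing cells.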
RXFP1 antag: RXFP1 (human) relaxin receptor antagonism | activity change, negative = inhibition, % at 57.5 µM | 350,000 compounds, 0.59% hits | Q9HBX9 | HEK293-RXFP1, relaxin-stimulated cAMP HTRF, 30 min; hits give low values;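 active = activity change of -60% or lower, but not beyond a set lower limit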; note: % is set by controls: 0 for no effect and ±100 for the full control effect
Target sequence (Q9HBX9 whole entry, looked up): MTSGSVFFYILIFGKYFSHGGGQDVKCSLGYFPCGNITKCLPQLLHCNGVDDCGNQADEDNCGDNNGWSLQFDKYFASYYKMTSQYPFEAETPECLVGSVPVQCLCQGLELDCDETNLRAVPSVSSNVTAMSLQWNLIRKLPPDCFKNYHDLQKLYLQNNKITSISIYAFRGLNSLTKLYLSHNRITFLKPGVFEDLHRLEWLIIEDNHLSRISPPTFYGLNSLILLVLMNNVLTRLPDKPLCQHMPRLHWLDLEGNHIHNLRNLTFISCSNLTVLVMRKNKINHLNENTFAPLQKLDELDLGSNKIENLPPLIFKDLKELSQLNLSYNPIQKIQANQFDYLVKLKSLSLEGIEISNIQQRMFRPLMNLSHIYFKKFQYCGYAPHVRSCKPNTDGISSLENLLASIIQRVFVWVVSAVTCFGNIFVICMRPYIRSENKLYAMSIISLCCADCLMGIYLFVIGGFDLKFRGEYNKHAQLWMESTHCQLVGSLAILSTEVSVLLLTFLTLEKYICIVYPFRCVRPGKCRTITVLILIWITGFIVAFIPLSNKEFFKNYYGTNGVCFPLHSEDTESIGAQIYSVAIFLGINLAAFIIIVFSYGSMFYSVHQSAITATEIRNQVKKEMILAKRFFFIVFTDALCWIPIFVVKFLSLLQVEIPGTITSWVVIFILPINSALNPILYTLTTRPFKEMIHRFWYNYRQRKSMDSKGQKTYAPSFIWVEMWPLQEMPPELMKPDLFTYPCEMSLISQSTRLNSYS
D1 antagonist: blocks dopamine activation of the human D1 receptor; HEK293 TREx D1 cells, calcium flux, dopamine EC80; hits give low values; AID 504652; 360,000 compounds, 3.2% hits; P21728; activity change, negative = inhibition, % at 10 µM; in the data active = activity change below about -30%; note: % is set by controls: 0 for no effect and ±100 for the full control effect
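Antagonism measured as reduced calcium response to an EC80 dopamine addition following 180 s compound pre-read; cells were inducible HEK293 Trex D1 plated overnight at 30 C, read kinetically at 1 cycle/sec.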
RXFP1 ag: activates the human relaxin receptor RXFP1; Q9HBX9; HEK293T-RXFP1 cAMP TR-FRET, 30 min; response scale: percent of porcine relaxin response, buffer zero; Potency, µM (doses to about 57.5 µM), for the others: at the top dose activation, actives largely listed as activators; 370,000 compounds, 0.3% hits; AID 2676; active = well fitted activation curve with a large enough effect; note: potency is the fitted concentration of half-maximal effect; % is set by controls: 0 for no effect and ±100 for the full control effect; nearly all actives have a fitted effect of over 60% in size; many of its hits are not listed in these tables
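Agonist response is measured as cAMP accumulation in an RXFP1-transfected HEK293T line under PDE4 inhibition. Values are scaled between buffer-only and 29 nM porcine relaxin, and EC50s come from standard Hill equation fits.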
D2 ag: activates the human D2 dopamine receptor; P14416; HEK293 T-REx D2 cells, calcium flux agonist mode; activation, % at 2 µM; 340,000 compounds, 0.53% hits;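 active = activation over 3 SD above normal in the single-dose calcium agonist read, cut at about 30% in these data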; note: 0% is about no effect
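Tetracycline-induced HEK293 T-REx cells with force-coupled D2 receptor, plated overnight at 30 C, loaded with no-wash calcium dye. After a 10 s baseline, compound was pin-added and calcium flux read kinetically for 180 s; calcium rises flagged agonists.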
D1 ag: activates the human D1 dopamine receptor; HEK293 T-REx D1 cells, calcium flux, agonist mode; activation, % at 2 µM; 360,000 compounds, 1% hits; in the data active = activation above about 30%; note: 0% is about no effect
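Inducible HEK293 T-REx D1 cells, force-coupled to calcium signalling, were plated at 4000 cells/well with tetracycline and held overnight at 30 C. After no-wash calcium dye loading, compound-evoked calcium rise over 180 s flagged agonists.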
D1 PAM: human D1 dopamine receptor positive modulation; HEK293 TREx D1 cells, calcium flux, dopamine EC20 potentiation; potentiation, % at 10 µM; 360,000 compounds, 0.036% hits; AID 504651; P21728; in the data active = potentiation above about 30%; note: 0% is about no effect
D2 potentiator: positive allosteric modulators of human D2 dopamine receptor | P14416 | HEK293 T-REx D2, calcium flux, EC20 dopamine potentiation | potentiation, % at 10 µM | 340,000 compounds, 0.34% hits | AID 485347;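 active = potentiation over 3 SD above the plate norm, cut at about 30% in these data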; note: 0% is about no effect
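Using a no-wash calcium dye in inducible, force-coupled HEK293 Trex cells expressing D2, we tracked fluorescence each second for 180 s after compound, then for 180 s after EC20 dopamine to detect augmented signalling.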
D2 antagonist: D2 dopamine receptor (human) antagonism | P14416 | HEK293 TREx D2 cells, calcium flux, dopamine EC80 | inhibition, % at 10 µM | 340,000 compounds, 2% hits; in the data active = inhibition above about 30%; note: 0% is about no effect
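HEK293 T-REx D2 cells, tet-induced, calcium dye no-wash. Cpd pintool add, 180 s kinetic, then EC80 DA, 180 s kinetic. Ca flux read.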
An asterisk follows results filed as active; . = no result given. An excerpt; rates above refer to the full screens.

SMILES	TRHR enhancer	RXFP1 antag	D1 antagonist	RXFP1 ag	D2 ag	D1 ag	D1 PAM	D2 potentiator	D2 antagonist
CS/C(=C(/C#N)S(=O)(=O)c1ccc(Cl)cc1)N1CCOCC1	7	0	-4	-1.7%	-0.4	3	-5	-9	-24
COc1ccc(/C=C2\SC(=O)N(CC(=O)NC3C=CS(=O)(=O)C3)C2=O)cc1 (configuration not stated)	5	6	3	3.2%	0.3	0	-11	13	-10
COc1cc(C)nc(N2CCCC(C(=O)Nc3cccc(Cl)c3C)C2)n1 (configuration not stated)	-3	-7	14	2.4%	-1.0	3	5	-3	-9
Cc1csc(SCC(=O)Nc2ccccc2)n1	6	-20	-3	-2.0%	0.6	0	-8	-11	-2
Cn1c(Cn2c(=O)sc3ccccc32)nnc1SCC(=O)NCc1ccccc1	-10	4	-2	0.3%	0.5	2	-1	5	2
O=C(CCC(=O)Nc1cccc2ccccc12)N/N=C/c1ccco1	-4	13	14	4.0%	.	-1	-2	.	.
CCOc1ccc2[nH]c(C)c(CN3CCCCCC3)c(=O)c2c1	5	17	18	3.9%	0.8	-2	0	5	0
COc1cccc(/C=N/NC(=O)C(=O)N2CCCC2)c1O	17	36	16	-5.0%	-0.5	5	0	6	2
CCOC(=O)CCCNC(=O)COC(=O)c1cc(Br)c(Br)s1	-3	-2	11	0.4%	-0.4	7	7	-17	23
CCN(CC)c1c([N+](=O)[O-])c(=O)n(C)c2ccccc12	10	-35	18	-1.0%	-2.0	-2	3	-11	9
Cc1ncsc1C(=O)N1N=C2/C(=C/c3ccccc3)CCCC2C1c1ccccc1 (configuration not stated)	1	-10	5	-0.8%	0.2	2	0	2	11
COc1ccc(CC(=O)NC(=S)NNC(=O)COc2c(C)cccc2C)cc1	-5	-9	-8	1.4%	0.2	7	-6	5	0
O=C(Nc1ccc(C(F)(F)F)cc1)c1ccccc1-n1cnnn1	5	0	-2	2.8%	0.2	1	-3	16	-2
CCC(C)(C)c1ccc(OC(=O)c2cccnc2Cl)cc1	-6	-21	9	0.0%	-1.9	9	2	6	-12
N#Cc1c2c(c(NCCN3CCOCC3)n3c1nc1ccccc13)CCCC2	19	8	-10	0.7%	-1.5	-1	1	4	-1
Cc1nn(C)c(C)c1CNC(=O)c1cc2n(n1)C(C(F)(F)F)CC(c1cccs1)N2 (configuration not stated)	-1	-13	-13	-0.3%	2.6	4	-3	.	-8
CC1=NCCN1S(=O)(=O)c1c(C(C)C)cc(C(C)C)cc1C(C)C	-1	8	-29	0.4%	-0.1	15	-5	-10	-10
COc1ccccc1NC(=S)N(c1ccccc1)C(C)C	-1	5	7	-0.4%	0.4	2	-3	-3	6
Clc1ccccc1OCc1nnc(-c2ccccc2Br)o1	-8	-1	-4	0.1%	-1.0	3	-2	-2	36*
Cc1nc(COc2cc3oc(=O)cc(C)c3cc2Cl)cs1	-4	-10	7	1.3%	0.4	3	3	-4	10
c1ccc2sc(-c3ccncc3)nc2c1	0	-9	6	-1.0%	.	1	-3	.	.
Cc1cccc(NC(=O)c2ccc(N(Cc3ccccc3)S(C)(=O)=O)cc2)c1	0	-11	0	1.7%	-1.9	7	0	.	.
CC(OC(=O)c1cc2sccc2n1C)C(=O)NCC1CCCO1 (configuration not stated)	6	-4	-8	-0.3%	0.5	0	-1	4	-3
CCC(=O)c1ccc(OCC(=O)Nc2ccccc2C(=O)NC2CC2)cc1	8	3	-3	15%	0.5	0	4	-4	-12
COc1ccc(N2CCN(C(=O)CSc3nnc(-c4ccco4)n3C)CC2)cc1	8	2	-4	0.9%	0.8	-1	-2	6	-18
Further entries
SMILES	TRHR enhancer	RXFP1 antag	D1 antagonist	RXFP1 ag	D2 ag	D1 ag	D1 PAM	D2 potentiator	D2 antagonist
NC(CC(=O)NC(c1ccccc1)(c1ccccc1)c1ccccc1)C(=O)O (configuration not stated)	-2	-9	-1	-1.5%	0.8	1	0	37*	-3
COc1ccc(-c2ccc(CCC(=O)O)n2CC(=O)Nc2cccc(OC)c2)cc1	0	-21	4	-0.9%	0.4	1	-2	8	10
Cc1cccc(C)c1NC(=O)N1CCC(n2c(=O)[nH]c3ccccc32)CC1	5	6	-9	-1.3%	1.2	5	.	2	-14
Cc1onc(-c2c(F)cccc2Cl)c1C(=O)N(C)CCc1ccccn1	-2	-28	5	0.3%	0.4	2	0	10	14
O=C(Cc1ccc(F)cc1)N1CCN=C1SCc1ccc([N+](=O)[O-])cc1	-1	-6	-12	2.0%	0.6	2	-7	5	-25
COc1cc(/C=C2\SC(=S)N(CC(=O)O)C2=O)ccc1OC(=O)c1ccco1	1	-10	-3	4.1%	3.0	6	.	0	-3
CCOC(=O)C1=C(C)NC(C)=C(C(=O)OCC)C1c1ccc(OC)cc1	-1	-6	0	5.3%	-1.0	4	-4	2	11
Cc1cc2nc(C3CCN(C(=S)NCCCOC(C)C)CC3)[nH]c2cc1C	3	3	3	-0.4%	-0.3	0	7	6	7
O=C(NCCc1ccccc1)C(=O)NCC1CCCN1S(=O)(=O)c1cccs1 (configuration not stated)	-5	5	-5	0.6%	0.6	3	2	0	8
COc1cc(C(=O)NNC(=O)c2ccc(NC(=O)C(C)(C)C)cc2)cc(OC)c1OC	-7	-33	-9	0.7%	.	1	-1	-1	.
CC1(C)CC2CC(C)(CN2C(=O)C23CCC(C)(C(=O)O2)C3(C)C)C1 (configuration not stated)	-5	-24	13	-0.8%	-0.1	7	-6	3	12
Cn1ccnc1SCC(=O)Nc1cccc(Br)c1	-1	.	11	0.1%	-1.3	-1	-1	3	.
CC(C)NC(=O)NC(=O)CSc1ccc(S(=O)(=O)N2CCOCC2)cn1	0	-7	1	-1.1%	.	0	9	.	.
COc1ccccc1/C=C/C(=O)Nc1ccc(N2CCOCC2)cc1	-1	-7	7	-0.5%	-0.4	2	-3	7	-9
Cc1ccc(S(=O)(=O)N2CCN(C(=O)c3ccccc3)CC2)cc1	-7	-6	15	1.0%	.	2	0	.	.
COc1cc(CN2CCCC(C(=O)Nc3ccccc3Oc3cccnc3)C2)ccc1F (configuration not stated)	-1	7	-26	1.2%	-0.7	14	-7	0	4
COc1ccc(CCN2C(=O)CSC2=S)cc1OC	4	-2	-8	0.0%	.	2	-2	.	.
COc1ccc(-c2nc(N)n(C(C)=O)n2)cc1	1	2	4	3.2%	-0.5	0	-2	-1	-6
COc1ccc(S(=O)(=O)NCc2ccccn2)cc1NC(=O)c1ccc(Cl)cc1	-4	-4	-25	0.0%	-0.5	2	-2	7	6
O=C(c1cc(-c2ccccc2)n[nH]1)N1CCc2c([nH]c3ccccc23)C1c1ccccn1 (configuration not stated)	4	-27	5	-2.7%	-0.1	3	4	-6	-7
O=C(CN1CCOCC1)OCCCc1ccccc1	6	0	-1	-0.5%	0.3	1	-5	8	-19
COc1cc(Cl)cc(C2NC(=O)NC(C)=C2C(=O)NCc2ccccc2)c1O (configuration not stated)	7	16	-16	1.2%	-0.1	2	0	14	-1
CC(C)c1ccc(-c2nnn(CCC#N)n2)cc1	-2	-22	-12	0.6%	-0.5	1	-10	-3	18
CC(C)(C)NC(=O)c1ccc2nsnc2c1	6	12	-1	3.7%	2.7	1	-4	15	-4
CCOC(=O)c1c(NC(=S)N2CCN(C)CC2)sc2c1CCN(C(=O)OCC)C2	-2	-38	-4	1.6%	-0.5	1	1	-12	-17

A draw from above in order of count of non-hydrogen atoms, low to high.
SMILES	TRHR enhancer	RXFP1 antag	D1 antagonist	RXFP1 ag	D2 ag	D1 ag	D1 PAM	D2 potentiator	D2 antagonist
c1ccc2sc(-c3ccncc3)nc2c1	0	-9	6	-1.0%	.	1	-3	.	.
Cc1csc(SCC(=O)Nc2ccccc2)n1	6	-20	-3	-2.0%	0.6	0	-8	-11	-2
Cc1nc(COc2cc3oc(=O)cc(C)c3cc2Cl)cs1	-4	-10	7	1.3%	0.4	3	3	-4	10
O=C(Nc1ccc(C(F)(F)F)cc1)c1ccccc1-n1cnnn1	5	0	-2	2.8%	0.2	1	-3	16	-2
O=C(CCC(=O)Nc1cccc2ccccc12)N/N=C/c1ccco1	-4	13	14	4.0%	.	-1	-2	.	.
COc1cc(C)nc(N2CCCC(C(=O)Nc3cccc(Cl)c3C)C2)n1 (configuration not stated)	-3	-7	14	2.4%	-1.0	3	5	-3	-9
Cc1cccc(C)c1NC(=O)N1CCC(n2c(=O)[nH]c3ccccc32)CC1	5	6	-9	-1.3%	1.2	5	.	2	-14
N#Cc1c2c(c(NCCN3CCOCC3)n3c1nc1ccccc13)CCCC2	19	8	-10	0.7%	-1.5	-1	1	4	-1
COc1ccc(S(=O)(=O)NCc2ccccn2)cc1NC(=O)c1ccc(Cl)cc1	-4	-4	-25	0.0%	-0.5	2	-2	7	6
Cc1nn(C)c(C)c1CNC(=O)c1cc2n(n1)C(C(F)(F)F)CC(c1cccs1)N2 (configuration not stated)	-1	-13	-13	-0.3%	2.6	4	-3	.	-8
COc1cc(C(=O)NNC(=O)c2ccc(NC(=O)C(C)(C)C)cc2)cc(OC)c1OC	-7	-33	-9	0.7%	.	1	-1	-1	.

Next compounds.
SMILES	TRHR enhancer	RXFP1 antag	D1 antagonist	RXFP1 ag	D2 ag	D1 ag	D1 PAM	D2 potentiator	D2 antagonist
Cc1ccc(S(=O)(=O)N2[C@@H](c3cccc(Cl)c3)C(C(=O)O)=CC[C@H]2c2cccs2)cc1	-1	.	-7	-1.1%	-1.1	1	-5	-3	-13
CCOc1ccccc1-n1c(SCC(=O)Nc2ccc(CC)cc2)nc2n[nH]c(C)c2c1=N	-4	-10	-10	4.5%	0.1	1	-1	-1	4
Cc1cc(O)cc2c(=O)c3ccccc3sc12	0	7	-2	-0.7%	14	4	-1	-11	7
Cc1ccc(C)c(C(=O)Nc2nc3ccccc3[nH]2)c1	-5	-1	-10	-0.1%	1.8	8	.	2	0
Cc1ccc(S(=O)(=O)N(C)C)cc1NC(=O)Cn1c(CN2CCOCC2)nc2ccccc2c1=O	10	-4	-11	24%	-0.1	1	1	4	-9
COc1ccc(C2CC(=O)C(C=NCCCO)=C(O)C2)cc1 (configuration not stated)	-4	-1	-10	1.5%	0.5	1	-2	11	4
CC(C(=O)Nc1ccccc1)N(C)CCOc1ccccc1 (configuration not stated)	2	-16	6	-1.2%	1.2	-1	-1	1	-14
COc1cccc(C(=O)Nc2cc3c(cc2Cl)OCCCO3)c1	-9	.	-12	1.8%	.	2	-8	.	.

Screening data: PubChem, National Center for Advancing Translational Sciences (NCATS)
